DYRK1A inh: rat Dyrk1A kinase inhibitors, primary screen, biochemical, single point, plate reader | Dual specificity tyrosine-phosphorylation-regulated kinase 1A (Rattus norvegicus), Q63470 | inhibition, % at 12.5 µM | AID 504441, 2011 | ADP-Glo luminescence, NFATc1 peptide | 0.43% of 310,000 active; in the data active = inhibition above about 50%;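 also: plate controls were vehicle with enzyme for no effect and no enzyme for full effect; many of its hits are not listed in these tables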
TRPC4 PAM: positive allosteric modulators of TRPC4, primary screen, cell-based, mouse TRPC4beta, HEK293 mu-opioid, Fluo-4 calcium; Short transient receptor potential channel 4 (Mus musculus), Q9QUQ5; DAMGO EC20, Fluo-4 Ca2+ flux; stronger effect = higher value; B-score at 10 µM; 0.42% of 310,000 active; AID 2227, 2009;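 active = B-score of calcium response area above 5 SD of library B-scores, with initial fluorescence ratio within 5 SD of library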;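 also: B-score of integrated fluorescence ratio over time as area under calcium response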
hERG rescue: hERG rescue from dofetilide block, primary screen, cell-based, CHO-hERG, FluxOR thallium flux, dofetilide IC70. Voltage-gated inwardly rectifying potassium channel KCNH2 (Homo sapiens), Q12809. dofetilide IC70 present. activation (rescue from dofetilide block), less the hit threshold, % at 10 µM. 0.51% of 310,000 active. AID 1511, 2009;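 active = activation above the mean of controls blocked by dofetilide plus 5 SD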;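 also: thallium influx through hERG after potassium depolarization seen as dye fluorescence rise; in these data hits start at about 4.7%; inactives centre near -7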
TRPC4 block: inhibitors of mouse TRPC4 channel, primary screen, Fluo4 calcium, HEK293 TRPC4beta/mu-opioid cells; B-score at 10 µM; DAMGO-evoked Fluo4 calcium flux; stronger effect = lower value; Short transient receptor potential channel 4 (Mus musculus), Q9QUQ5; 0.39% of 300,000 active;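 active = B-score over 3 SD under the library average, no early fluorescence shift, positive overall ratio signal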
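Signal: kinetic Fluo4 fluorescence imaging of calcium influx. Material: stable TRPC4beta/mu-opioid receptor HEK293 cells. Probe or stimulus: DAMGO in two steps, submaximal then maximal.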
TRPC4 agonist: activators of mouse TRPC4 channel, primary screen, Fluo4 calcium, HEK293 TRPC4beta/mu-opioid cells. Short transient receptor potential channel 4 (Mus musculus), Q9QUQ5. Fluo4 calcium fluorescence; stronger effect = higher value. B-score at 10 µM. 0.49% of 310,000 active. AID 2237, 2010;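 active = B-score above 5 SD of library B-scores, and initial fluorescence ratio not above library mean plus 5 SD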;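 also: positive B-score marks a calcium rise read as TRPC4 activation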
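System: HEK293 cells stably co-expressing mouse TRPC4beta and mu-opioid receptor; Schedule: Fluo4 dye loading 45 min at room temperature, 110 s recording; Detection: Fluo4 fluorescence, kinetic; Evaluation: B-scored integrated calcium fluorescence ratio; Controls: buffer (low) and maximal DAMGO (high).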
KCNQ1 pot: potentiators or activators of KCNQ1 channel, primary screen, cell-based, thallium flux, high-throughput; Potassium voltage-gated channel subfamily KQT member 1 (Homo sapiens), P51787; CHO-K1 KCNQ1, thallium flux FluxOR fluorescence; stronger effect = higher value; B-score at 10 µM; 0.35% of 310,000 active; AID 2648, 2010;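 active = fluorescence ratio B-score, a plate-corrected score, at least three library SD, with initial intensity B-score within 5 SD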
Target sequence (P51787 whole entry, looked up): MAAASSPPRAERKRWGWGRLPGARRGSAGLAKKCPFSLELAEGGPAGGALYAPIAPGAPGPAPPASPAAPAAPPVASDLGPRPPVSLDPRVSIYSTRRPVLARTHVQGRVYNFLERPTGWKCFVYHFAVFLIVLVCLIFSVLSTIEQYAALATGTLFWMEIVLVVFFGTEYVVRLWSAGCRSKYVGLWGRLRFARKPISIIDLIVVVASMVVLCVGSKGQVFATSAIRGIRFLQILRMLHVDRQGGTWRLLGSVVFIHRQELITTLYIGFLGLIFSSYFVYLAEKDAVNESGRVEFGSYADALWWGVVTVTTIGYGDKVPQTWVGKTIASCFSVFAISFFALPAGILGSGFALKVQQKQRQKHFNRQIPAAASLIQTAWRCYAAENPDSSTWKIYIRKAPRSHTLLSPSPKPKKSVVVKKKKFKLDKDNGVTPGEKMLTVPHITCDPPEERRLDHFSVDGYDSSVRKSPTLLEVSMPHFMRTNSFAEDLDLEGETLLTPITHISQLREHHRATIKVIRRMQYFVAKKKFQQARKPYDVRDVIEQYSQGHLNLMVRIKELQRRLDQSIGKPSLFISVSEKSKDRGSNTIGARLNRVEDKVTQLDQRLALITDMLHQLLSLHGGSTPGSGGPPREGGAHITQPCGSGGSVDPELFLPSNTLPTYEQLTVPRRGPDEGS
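Assay system: CHO-K1 cells stably expressing KCNQ1. Medium: assay buffer for compound exposure, DMSO matched across wells. Timing: 37 °C overnight plating, 90-min dark dye load, 20-min compound pretreatment. Signal: kinetic FluxOR fluorescence, 10 s baseline plus 110 s post-stimulus.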
Platelet DG rel: inhibitors of platelet dense granule secretion, primary screen, cell-based, MLPCN, human platelets. inhibition, %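 (compounds screened at 7.5 µM in platelet-rich plasma)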. 0.22% of 300,000 active. AID 1663, 2009. human platelet-rich plasma, SFLLRN dense granule ATP release, luminescence;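 active = mean replicate score, as percent of positive control, at or above 50; inconclusive = mean below 50 but at least one replicate at or above 50; inactive = mean and every replicate below 50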
KCNK9 inh: KCNK9 potassium channel inhibitors, primary screen, HEK293 cells, thallium flux; Potassium channel subfamily K member 9 (Homo sapiens), Q9NPC2; FluxOR thallium flux fluorescence; stronger effect = lower value; B-score at 10 µM; 1.2% of 310,000 active; AID 488922, 2010;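 active = ratio B-score over 3 SD below the library mean, with starting fluorescence within 5 SD of its mean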;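 also: negative B-score means less thallium flux so channel inhibition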
Target sequence (Q9NPC2 whole entry, looked up): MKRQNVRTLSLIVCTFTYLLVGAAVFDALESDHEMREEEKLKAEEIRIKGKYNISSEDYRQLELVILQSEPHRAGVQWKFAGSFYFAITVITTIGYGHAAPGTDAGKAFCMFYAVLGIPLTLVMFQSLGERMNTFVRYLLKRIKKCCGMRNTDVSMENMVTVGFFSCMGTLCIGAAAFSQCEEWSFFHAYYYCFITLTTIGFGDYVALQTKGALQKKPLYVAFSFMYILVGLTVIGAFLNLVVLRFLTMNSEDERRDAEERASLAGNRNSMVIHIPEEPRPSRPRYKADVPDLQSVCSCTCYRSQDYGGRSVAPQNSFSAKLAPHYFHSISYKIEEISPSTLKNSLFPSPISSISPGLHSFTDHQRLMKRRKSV
PolyA inh: polyadenylation inhibitors in yeast reporter cells, primary screen, luminescence, S. cerevisiae; S. cerevisiae SKY197-pL101 polyadenylation reporter, beta-gal luminescence; efflux-impaired pdr1/pdr3 knockout yeast; score 100 = 6 SD above DMSO; calls only at 12 µM; 0.02% of 300,000 active;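 active = lowest replicate activity score at least 50, where 100 means six control SD above control mean; inconclusive = lowest score under 50 but half or more replicates reach 50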;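 also: yeast exposed to compound for 9 h at 30 °C; higher score means more reporter readthrough which indicates perturbed polyadenylation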
KCNK3 block: human KCNK3 channel inhibitors, primary screen, CHO cells, FluxOR thallium flux, B-score; Potassium channel subfamily K member 3 (Homo sapiens), O14649; FluxOR fluorescence; stronger effect = lower value; B-score at 10 µM; 0.84% of 340,000 active; AID 602410, 2012;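 active = B-score under library mean minus 4 SD, starting fluorescence ratio at most library mean plus 5 SD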;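 also: more negative B-score means stronger inhibition of thallium flux through KCNK3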
KCNQ1 block: inhibitors of human KCNQ1 channel, primary screen, cell-based, thallium flux, high-throughput; CHO-K1 KCNQ1, FluxOR thallium flux fluorescence; stronger effect = higher value; B-score at 10 µM; 1.3% of 310,000 active;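 active = compounds whose thallium flux B-score, printed positive for inhibition, exceeds three library SD while starting fluorescence stays within three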;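 also: channel opened by potassium depolarization with thallium stimulus after 20 min compound exposure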
* = called active by the depositor; i = inactive; u = inconclusive; x = no result given.

Molecule,DYRK1A inh,TRPC4 PAM,hERG rescue,TRPC4 block,TRPC4 agonist,KCNQ1 pot,Platelet DG rel,KCNK9 inh,PolyA inh,KCNK3 block,KCNQ1 block
CNC[C@@H](Cc1ccccc1)NC[C@@H](CC1CCCCC1)NCCCc1ccccc1,8,i,-25,i,77*,i,3,-8.1*,i,i,7*
O=C(NCc1ccco1)c1cc2nc(C3CC3)cc(C(F)(F)F)n2n1,0,i,-13,i,i,i,0,i,i,i,i
Cc1sc(-c2ccccn2)nc1OC(=O)c1cccc(Cl)c1Cl,-7,i,5.8*,i,i,i,-3,i,i,i,i
Cc1ccc(NC(=O)CN2CCN(CCN=CC3=C(O)CC(c4ccc(C)cc4)CC3=O)CC2)cc1 (configuration not stated),x,i,-8,i,i,i,9,i,i,i,i
COc1ccc(OC)c(C2=NOC(C(=O)NCc3cccs3)C2)c1 (configuration not stated),-68,i,-12,i,i,i,1,i,i,i,i
COc1ccccc1C(=O)n1nc(-c2cccnc2)nc1NCc1ccccc1,0,i,-8,i,i,i,7,i,i,i,i
CC(=O)Nc1ccc(N(C(=O)CNC(=O)c2ccco2)C(C(=O)NCc2ccco2)c2ccccc2)cc1 (configuration not stated),-1,i,-11,i,i,i,4,i,i,i,i
CC(C)NC(=O)c1sc2nc3c(c(-c4cccs4)c2c1N)CN(C)CC3,-2,i,-9,i,i,i,4,i,i,i,i
Cc1cc(C(F)(F)F)nn1CC(=O)NCc1ccccc1,4,i,-12,i,i,i,-2,i,i,i,i
CCOC(=O)c1ccc(-c2ccc3c(c2)CCC3)nc1C,-6,i,-7,i,i,i,12,i,i,i,i
CCN1C(=O)N(CC)C2C1N(C(C)=O)C(=O)N2C(C)=O (configuration not stated),4,i,-4,i,i,i,-8,i,i,i,i
COc1cc(OC)cc(C(=O)Nc2nnc(-c3cccnc3)o2)c1,x,i,-16,i,i,i,-17,i,i,i,i
COc1ccccc1-c1nnc(NC(=O)c2ccc(S(=O)(=O)N3CCOCC3)cc2)o1,-4,i,-5,i,i,i,2,i,i,i,i
COc1ccccc1C(=O)Nc1sc2c(c1C(=O)NCc1ccco1)CCCC2,1,i,-6,i,i,i,4,i,i,i,i
Cc1sc2nc(COC(=O)C(NC(=O)c3ccc(Cl)cc3Cl)C(C)C)[nH]c(=O)c2c1C (configuration not stated),8,i,-7,i,i,i,-11,i,i,i,i
NNC(=O)COc1ccc(F)cc1,-6,i,-2,i,i,i,-43,i,i,i,i
Cc1ccc(CSc2nnc(-c3ccncc3)o2)c(C)c1,7,i,-5,i,i,i,-1,i,i,i,i
O=CNC(Cc1ccccc1)C(=O)O (configuration not stated),7,i,-5,i,i,i,2,i,i,i,i
COc1ccc(/C=C2\SC(=S)N(CCC(=O)N3CCCCC3)C2=O)cc1,-1,i,1,i,i,i,3,i,i,i,i
CSCC[C@H](NC(=O)c1cccs1)C(=O)N1CCC2(CC1)NCCc1[nH]cnc12,1,i,-5,i,i,i,3,i,i,i,i
CC(=O)NN1C(=O)c2ccccc2NC1c1ccccn1 (configuration not stated),-7,i,-6,i,i,i,8,i,i,i,i
COc1ccc2c(CC(=O)Nc3cccc(S(=O)(=O)N4CCOCC4)c3)coc2c1,11,i,-4,i,i,i,-7,i,i,i,i
COc1cc(NC(=O)c2onc(C)c2Cl)c(OC)cc1Cl,-2,i,-7,i,i,i,6,i,i,i,i
Cc1cc(C(=O)Nc2ccc3c(c2)OCCO3)c2ccccc2n1,-5,i,-14,i,i,i,-4,i,i,i,i
COCCn1c(C)cc(C(=O)CSc2nc3ccccc3c(=O)n2C(C)COC)c1C (configuration not stated),2,i,-19,i,i,i,-2,i,i,i,i
Cc1cccc(Oc2cc([N+](=O)[O-])cc3c2C(=O)Nc2ccccc2O3)c1,4,i,-2,i,i,i,-1,i,i,i,i
N#Cc1ccc(NC(=O)Nc2ccc(Cl)cc2)cc1,8,i,-22,i,i,i,3,i,i,i,6*
O=C(CCc1ccccc1)Nc1ccc(Cl)cn1,16,i,-4,i,i,i,-7,i,i,i,i
CC1CCCCC1NC(=O)c1nn(C)c2c1CS(=O)(=O)c1ccccc1-2 (configuration not stated),-4,i,-8,i,i,i,5,i,i,i,i
Cn1nc([N+](=O)[O-])nc1Sc1nnnn1-c1ccc(C(=O)O)cc1,0,i,-11,i,i,i,-4,i,i,i,i
CCOc1c(OC(C)=O)ccc(/C=C/c2ccc3cccc(OC)c3n2)c1[N+](=O)[O-],-3,i,-7,i,i,i,u,i,i,i,i
CCc1nnc(NC(=O)CC23CC4CC(CC(C4)C2)C3)s1,2,i,-4,i,i,i,4,i,x,i,i
CCOc1ccc(NC(=O)COc2ccc(C(=O)NC(C)c3ccc(S(N)(=O)=O)cc3)cc2OC)cc1 (configuration not stated),-5,i,-16,i,i,i,x,i,i,i,i
Cc1cc([N+](=O)[O-])ccc1NC(=O)c1cccc(NC(=O)C(C)C)c1,-2,i,-14,i,i,i,3,i,i,i,i
Cc1ccc(NC(=O)COC(=O)C2COc3ccccc3O2)cc1S(=O)(=O)N1CCOCC1 (configuration not stated),0,i,-7,i,i,i,1,i,i,i,i
COc1cccc(NC(=O)CN(C)C(=O)Cn2[nH]c(=O)c3ccccc3c2=O)c1,-3,i,-4,i,i,i,-12,i,i,i,i
CC(/C=C1\SC(=S)N(c2ccc(C(=O)O)cc2)C1=O)=C\c1ccccc1,15,i,5.1*,i,i,i,1,i,i,i,i
CC(=O)N1CCN(c2ccc(Nc3ncnc4c3oc3ccccc34)cc2)CC1,5,i,-29,i,i,i,1,i,i,i,i
O=C(Nc1cccc(-n2cnnn2)c1)c1ccc(Cl)cc1Cl,4,i,-6,i,i,i,-4,i,i,i,i
Cc1cccc(NC(=O)N2CCC(C(=O)c3ccc(F)cc3)CC2)c1,3,i,-11,i,i,i,-3,i,i,i,i
CC(C)CC(=O)NC(=S)NCCc1ccccc1,3,i,-7,i,i,i,-1,i,i,i,i
CC1C(=O)N2CCCc3cc(S(=O)(=O)NCc4ccc(Cl)cc4)cc1c32 (configuration not stated),1,i,-10,i,i,i,-3,i,i,i,i
Cn1cc(C(=O)c2cccc(Cl)c2Cl)cc1C(=O)O,8,i,-7,i,i,i,13,i,i,i,i
O=C(Nc1nccs1)c1cc2sccc2n1Cc1ccc(F)cc1,-5,i,-11,i,i,i,1,i,i,i,i
Cc1ccc(C(=O)NNC(=O)CCCCC(=O)NNC(=O)c2ccc(C)cc2)cc1,x,i,-1,i,i,9*,7,i,i,i,i
Cc1ccc(Nc2cc(=O)oc3ccccc23)c(C)c1,14,i,-7,i,i,i,-4,i,i,i,i
CN(C)/N=C/C=C1\CCC/C(=C\c2ccc(F)c(F)c2)C1=O,1,i,-9,i,i,i,1,i,i,i,i
Cn1c(=NC(=O)c2ccccc2[N+](=O)[O-])sc2cc(S(C)(=O)=O)ccc21,1,i,-9,i,i,i,9,i,i,i,i
O=C(Nc1ccccc1N1CCCC1)c1cccnc1Cl,-7,i,-7,i,i,i,-1,i,i,i,i
COc1ccc(CNC(=O)COC(=O)c2ccc(OCc3c(C)noc3C)cc2)cc1OC,-1,i,-12,i,i,i,14,i,i,i,i
CCN(CC)S(=O)(=O)c1ccc(N2CCOCC2)c(NC(=S)NC(=O)c2ccco2)c1,-10,i,-11,i,i,i,-22,i,i,i,i
COc1ccc(Cl)cc1N(CC(=O)N(C)C)S(=O)(=O)c1ccc(C)c([N+](=O)[O-])c1,-1,i,-17,i,i,i,7,i,i,i,i
COCCNC(=S)Nc1ccccc1[N+](=O)[O-],0,i,-2,i,i,i,4,i,i,i,i
CCCNC(=S)N1CCN(C)CC1,-4,i,-5,i,i,i,-25,i,i,i,i
Cc1ccc(S(=O)(=O)NC(C(=O)N2CCOCCOCCOCC2)c2ccccc2)cc1 (configuration not stated),-1,i,-6,i,i,i,6,i,i,i,i
COc1ccccc1-c1cc(C(F)(F)F)nc(N2CCN(c3ccccc3)CC2)n1,0,i,-10,i,i,i,-1,i,i,i,i
Cc1ccc(N2CCCCn3c2nc2c3c(=O)[nH]c(=O)n2C)cc1,6,i,-4,i,i,i,16,i,i,i,i
Cc1ccc2nc3c(cc2c1)c(NC(=O)C(C)(C)C)nn3CC(C)C,10,i,-2,i,i,i,0,i,i,i,i
CCOC(=O)c1c(NC(=O)OC)sc2c1CCC2,-5,i,-7,i,i,i,-2,i,i,i,i
CCNS(=O)(=O)c1ccc(CCC(=O)Nc2ccc(C(=O)OC)cc2)cc1,-2,i,-3,i,i,i,-1,i,i,i,i

From PubChem

Not all compounds are listed, so the mix of outcomes need not match the whole.
